# ALOX15 inhib = 15-hLO (ALOX15) enzyme inhibition | P16050 | purified 15hLO-1, xylenol orange hydroperoxide absorbance | Potency, µM (doses to about 57.1 µM), for the others: top-dose activity change, negative = inhibition, hits mostly inhibitors | hit rate 1.4% among 74,000; note: potency is the fitted concentration of half-maximal effect; % is set by controls: 0 for no effect and ±100 for the full control effect; nearly all actives have a fitted effect of over 55% in size
# Target sequence (P16050 whole entry, looked up): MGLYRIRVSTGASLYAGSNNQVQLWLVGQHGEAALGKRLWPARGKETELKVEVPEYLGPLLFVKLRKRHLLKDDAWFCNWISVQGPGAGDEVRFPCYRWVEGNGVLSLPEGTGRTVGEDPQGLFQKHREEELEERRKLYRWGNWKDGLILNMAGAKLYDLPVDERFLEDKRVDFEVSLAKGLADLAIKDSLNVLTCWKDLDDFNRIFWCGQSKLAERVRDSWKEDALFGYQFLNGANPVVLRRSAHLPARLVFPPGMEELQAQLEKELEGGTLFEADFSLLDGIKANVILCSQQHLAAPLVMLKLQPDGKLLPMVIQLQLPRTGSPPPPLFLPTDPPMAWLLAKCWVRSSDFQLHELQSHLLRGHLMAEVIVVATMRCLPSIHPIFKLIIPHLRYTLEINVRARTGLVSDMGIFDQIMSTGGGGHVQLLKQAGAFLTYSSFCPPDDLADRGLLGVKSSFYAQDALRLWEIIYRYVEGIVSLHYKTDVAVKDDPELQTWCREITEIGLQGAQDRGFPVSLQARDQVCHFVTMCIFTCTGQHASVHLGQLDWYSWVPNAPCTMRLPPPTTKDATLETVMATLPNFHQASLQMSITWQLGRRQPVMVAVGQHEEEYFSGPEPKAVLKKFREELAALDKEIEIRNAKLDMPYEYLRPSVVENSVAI
#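 Inhibition is scored from a chromogenic endpoint. After 15 min enzyme-compound contact, arachidonic acid (50 uM final) reacts 6 min with 40 nM 15hLO-1 at room temperature, then Fe-XO reagent is added for 30 min and absorbance ratio recorded.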
# BRCT PPI green = inhibitors of human BRCA1 BRCT-phosphoprotein interaction (green fluorophore) | BRCA1 BRCT-phosphopeptide binding, green fluorescence polarization | Potency, µM (series often up to 76.9 µM), for inactives: top-dose activity change, negative = inhibition, usual class: inhibitors | hit rate 0.05% among 75,000 | AID 875;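 note: potency is the fitted concentration of half-maximal effect; plate controls were peptide without protein for full effect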
#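 Compounds were incubated for 12 min at room temperature with a complex of 100 nM fluorescein-tagged pBACH1 decapeptide and 250 nM His-tagged BRCT protein. Buffer was phosphate pH 7.3 with EDTA, DTT and Tween 20. Disruption of binding lowers the polarization signal.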
# Pol III holo inh = inhibitors of bacterial DNA polymerase III holoenzyme; reconstituted DNA polymerase III holoenzyme replication, biochemical; Potency, µM (highest dose often 57.1 µM), for the others: at the highest dose activity change, negative = inhibition; hit rate 0.25% among 71,000; note: potency is the fitted concentration of half-maximal effect; % is set by controls: 0 for no effect and ±100 for the full control effect
#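 Reconstituted *E. coli* holoenzyme (0.35 nM Pol III, 1 nM beta, 154 nM SSB, 2 nM primase) was preincubated with compound for 15 min at RT. Synthesis on 1.4 nM ssM13Gori ran 35 min, then was stopped with PicoGreen/EDTA and read as dsDNA fluorescence.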
# HBB splicing = modulators of hemoglobin beta chain splicing. HBB splicing reporter cell assay, activation; EGFP reporter with mutant IVS2-654 intron; response scale: normalised to 500 nM splice-correcting PNA. Potency, µM (top dose mostly 46.1 µM), for inactives: at the top dose activation, hits mostly activators. hit rate 0.06% among 65,000. AID 925; note: potency is the fitted concentration of half-maximal effect; 0% is about no effect
#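 HeLa cells stably expressing EGFP interrupted by mutant beta-globin intron 2 (IVS2-654), 500/well in 2% FCS. Treated with compound for 2 days at 37C. Splicing correction scored as total well GFP intensity (488 nm excitation, 500-520 nm emission); 500 nM antisense PNA served as control.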
# BRCT PPI red = BRCT-phosphoprotein interaction inhibition (red fluorophore); P38398; BRCT-phosphopeptide binding, red fluorescence polarization; Potency, µM (series often up to 76.9 µM), for the others: top-dose activity change, negative = inhibition, actives largely listed as inhibitors; hit rate 0.03% among 75,000; AID 892; note: % is set by controls: 0 for no effect and ±100 for the full control effect
#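 Rhodamine-labelled pBACH1 10-mer (100 nM) bound to BRCT domain (100 nM) at pH 7.3; compounds incubated 12 min room temperature, polarization read. Free peptide defines full inhibition; unlabelled decapeptide titrated as control.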
# Epigenetic mod = epigenetic GFP locus derepression in mouse cells; mouse C127i GFP locus derepression, cytometry, 30 h; Potency, µM (doses to about 46.1 µM), for inactives: at the top dose GFP derepression (activation); AID 597; hit rate 0.09% among 68,000; note: % of control where 0% means no effect
#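 Read-out is the number of GFP-positive cells, scored as fluorescent objects 20 to 120 um wide, reflecting derepression of a silenced CMV-GFP reporter in murine C127i cells after 30 h compound exposure at 37 C.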
# HADH2 inhib = HADH2 (human) dehydrogenase inhibition. recombinant HADH2, NADH fluorescence, beta-hydroxybutyryl-CoA. Potency, µM (titrated, usually from 57.1 µM), for inactives: top-dose activity change, negative = inhibition, actives largely listed as inhibitors. hit rate 3.4% among 73,000. AID 886; note: potency is the fitted concentration of half-maximal effect; % is set by controls: 0 for no effect and ±100 for the full control effect; nearly all actives have a fitted effect of over 60% in size; many of its hits are not listed in these tables
# Target sequence (Q99714 whole entry, looked up, one chain of several): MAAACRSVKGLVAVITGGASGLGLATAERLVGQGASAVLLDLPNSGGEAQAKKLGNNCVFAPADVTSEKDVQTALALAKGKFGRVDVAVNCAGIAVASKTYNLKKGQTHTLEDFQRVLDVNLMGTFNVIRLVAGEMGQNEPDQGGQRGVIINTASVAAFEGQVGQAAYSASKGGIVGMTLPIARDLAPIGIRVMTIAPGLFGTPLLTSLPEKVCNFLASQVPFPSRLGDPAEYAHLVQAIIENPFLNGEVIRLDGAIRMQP
#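 NADH fluorescence (ex 360/em 450 nm) read every 30 s for 4 min; activity taken as last-minus-first time point difference. Enzyme 20 nM, NAD+ 1 mM, beta-hydroxybutyryl-CoA 90 uM, pH 9.0 Tris buffer.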
# USP2a inh = USP2a (human) protease inhibition; O75604; USP2a enzymatic assay, qHTS inhibition; Potency, µM (doses to about 38.3 µM), for the others: at the top dose activity change, negative = inhibition, actives largely listed as inhibitors; hit rate 0.1% among 60,000;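 note: potency is the fitted concentration of half-maximal effect; nearly all actives have a fitted effect of over 60% in size; plate controls were DMSO for no effect and NEM full inhibition control for full effect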
#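 20 nM USP2 core + cpd, 30 min RT; add 20 nM Ub-PLA2/20 uM NBD C6-HPC; read Ex460/Em535 at 0 h and 2.5 h. Normalized to NEM; qHTS curve fit/classification.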
# Hsp90 Hop PPI = changes Hsp90-Hop TPR2A binding signal, up or down; AlphaScreen TPR2A-His6 binding biotin-Hsp90 C-terminal peptide; Potency, µM (doses to about 57 µM), for inactives: top-dose activity change, negative = inhibition; hit rate 0.44% among 71,000; AID 595; active = well fitted curve in either direction with a large enough effect; inconclusive = small, poorly fitted or top-dose-only effect, or another doubt; note: potency is the fitted concentration of half-maximal effect; % is set by controls: 0 for no effect and ±100 for the full control effect; many of its hits are not listed in these tables
# Ub-GFP proteasome = ubiquitin-GFP accumulation via proteasome inhibition. Potency, µM (series often up to 45.9 µM), for inactives: at the highest dose activation (GFP accumulation), usual class: activators. 67,000 tested, under 10 active. Ubiquitin-GFP reporter cells, proteasome inhibition, GFP fluorescence; response scale: untreated = 0%, 10 µM MG-132 = 100%; active = well fitted activation curve with a large enough effect, not every such curve was filed as active; inconclusive = small, poorly fitted or top-dose-only effect, or another doubt; inactive = no such curve, though single readings can be large or run the other way; note: potency is the fitted concentration of half-maximal effect
#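 GFP accumulation read-out: laser plate cytometry counting ubiquitin(G76V)-GFP-expressing U2OS cells after 4 hr compound exposure at 37 °C. Titrations spanned 46 uM to 2.9 nM; 0% = basal, 100% = 10 uM MG-132; concentration-response curves fitted.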
# CRE Fsk mod = alters forskolin-stimulated CRE reporter signaling in CHO cells; CHO CRE-bla reporter (cAMP response element driving beta-lactamase), forskolin EC10, beta-lactamase ratio; Potency, µM (doses to about 38.2 µM), for the others: at the highest dose activity change, negative = inhibition, hits mostly activators; hit rate 2.5% among 71,000; AID 662; active = well fitted activation curve with a large enough effect in the signal ratio, with a control signal flat, not every such curve was filed as active; inconclusive = small, poorly fitted or top-dose-only effect, or effect the other way, or a change in a side signal; the % refers to the signal ratio; note: potency is the fitted concentration of half-maximal effect; % of control where 0% means no effect
#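 The 460nm/530nm emission ratio after CCF4 loading defined %Activity, from which AC50 values were obtained. CRE-bla CHO cells received compound dilution series together with an EC10 level of NKH 477 for 3 hours at 37 degrees Celsius.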
# The depositor's hits bear a star; ? = inconclusive; / = not tested or not shown; & = joins results of further samples; [ ] = dose if it differs, or a comment. Unless noted, calls come from the whole dose curve; as a rule, active = well fitted curve in the direction sought with a large enough effect; inconclusive = small, poorly fitted or top-dose-only effect, or another doubt; inactive = no such curve, though single readings can be large; an effect the other way counts as inactive or inconclusive. An excerpt, so the mix of outcomes need not match the whole.
# Order of values: ALOX15 inhib	BRCT PPI green	Pol III holo inh	HBB splicing	BRCT PPI red	Epigenetic mod	HADH2 inhib	USP2a inh	Hsp90 Hop PPI	Ub-GFP proteasome	CRE Fsk mod
C(#Cc1ccc(C#CCN2CCOCC2)cc1)CN1CCOCC1
→ 3%	2.3%	3%	0.4%[9.22 µM]	-1.6%	-2%	6%	2%	0%	4%	0%
O=C(CSc1ccc2nnc(-c3cccnc3)n2n1)N1CCc2ccccc21
→ 2%	-0.7%	-3%	-0.4%	1.2%	/	6%	/	0%	-5%	-4%
CCO/C=N/c1c(C#N)c(CC#N)nn1-c1ccccc1
→ -4%[11.4 µM]	-0.2%	-11%[11.4 µM]	0.8%[0.0738 µM]	-0.5%	2%	3%[11.4 µM]	8%[7.66 µM]	-6%[11 µM]	9%[9.17 µM]	?
CC12CCC(C(=O)Nc3ccccc3N3CCOCC3)(CC1=O)C2(C)C (configuration not stated)
→ 0%	-4.1%	-1%	-1.0%	0.6%	-4%	1%	6%	-3%	13%	6%
COc1ccc2[nH]cc(CCNc3ncncc3-c3ccc(N(C)C)cc3)c2c1
→ -2%	-0.4%	-5%	1.9%	0.3%	5%[9.22 µM]	-14%	-9%	?	2%	?
Cc1cc(-c2ccccc2C(=O)O)on1
→ 15%	-8.2%	3%	3.5%	-2.6%	0%	2%	?	-5%	-3%	13%
CC(C)(C=O)Cc1cc(C(C)(C)C)c(O)c(C(C)(C)C)c1
→ -7%	4.2%	-6%&2%	0.6%	-1.9%	0%&1%	-5%&14%	?	17%&12%	-5%&-8%	2%&3%
Cc1cccc(-n2c(=O)[nH]c3c(C(N)=O)nc(C(C)C)nc32)c1
→ -4%	1.8%	-5%	-0.3%	-1.0%	4%	13µM*	46%[activator]	-3%	3%	?
CC1(Cc2ccc3c(c2)OCO3)NC(=O)NC1=O (configuration not stated)
→ -12%	-3.8%	1%	1.0%[57.5 µM]	1.0%	-2%	-8%	-4%	3%	1%	?
Cn1c(=O)oc2cc(S(=O)(=O)N3CCN(c4ccccn4)CC3)ccc21
→ -7%	-0.7%	2%	0.6%	-0.8%	-3%	5%	/	0%	16%	-3%
O=C(Cn1cnc2c(nnn2-c2ccccc2)c1=O)N1CCOCC1
→ -26%	0.2%	-7%	1.6%	1.0%	/	3%	/	0%	4%	21%
O=C(Nc1ccccc1C(=O)N1CCOCC1)c1ccncc1
→ 12%	0.0%	5%	0.0%[9.22 µM]	1.0%	-4%	-10%	1%	0%	7%	7%
CC1CCN(c2ccccc2N)CC1
→ 1%	-2.7%	0%	-0.2%[57.5 µM]	0.5%	2%	5%	1%	-1%	-10%	1%
COc1ccc(/C(O)=C2/C(=O)C(=O)N(Cc3cccnc3)C2c2ccccn2)cc1 (configuration not stated)
→ -14%	-1.2%	-4%	-0.3%[57.5 µM]	-0.3%	3%	3%	-6%	-1%	-8%	12%
COc1ccc(CNc2cc(-c3ccccc3C)ncn2)c(OC)c1
→ 7%	0.5%	4%	0.7%	-1.3%	-3%[9.22 µM]	-3%	-5%	7%	-8%	?
CSCCC(NC(=O)C1CCC(C)CC1)C(=O)O (configuration not stated)
→ 9%	-0.4%	-2%	-0.2%	0.1%	4%	0%	0%	-3%	-2%	-1%
O=C1C[C@H](c2ccccc2)Oc2cc(O)cc(O)c21
→ 2%[25.6 µM]	-0.6%	0%	/	-2.9%	0%[9.22 µM]	?	/	-4%	-1%	13%
O=C(NCc1ccc2c(c1)OCO2)c1cc2c(s1)CSC2
→ -16%	1.4%	0%	-0.8%	-1.0%	-2%	4%	/	-2%	2%	13%
COc1cccc(NS(=O)(=O)c2ccc3c(c2)n(C)c(=O)c(=O)n3C)c1
→ 3%	1.4%	4%	0.7%	0.7%	-4%	-9%	7%	1%	13%	-16%
Cn1c(=O)c2c(nc(OC/C=C/c3ccccc3)n2C)n(C)c1=O
→ 9%	-0.2%	-1%	2.0%	-0.9%	-3%	?	2%	-2%	0%	7%
O=C(Cn1c(=O)n(Cc2ccco2)c(=O)c2ccccc21)NCC1CCCO1 (configuration not stated)
→ 5%	-1.8%	-2%	4.6%	0.0%	2%	-1%	-11%	-6%	0%	?
COc1cccc(Cn2c(=O)c(C)nc3cnc(Nc4cccc(OC)c4)nc32)c1
→ 1%	2.7%	1%	0.5%	-0.3%	2%[9.22 µM]	-6%	212%[activator]	-4%	2%	?
COC(=O)C(NC(=O)C(C)Oc1ccccc1)C(C)C (configuration not stated)
→ 8%	-0.4%	-6%	3.8%	-0.1%	0%	2%	1%	2%	3%	-2%
COc1ccc(OC)c(NC=C2C(=O)OC(C)(C)OC2=O)c1
→ -1%	-3.2%	-18%	-0.5%	-1.2%	2%	-6%	1%	-3%	8%	?
Cc1cc2c(c(=O)o1)[C@H](O)[C@H]1O[C@@H]1C2=O
→ ?	0.3%[15.4 µM]	/	2.3%[9.22 µM]	1.2%[15.4 µM]	/	3.2µM*	/	/	/	/
CCOC(=O)c1c(NC(=O)COC)sc2c1CCCC2
→ -20%	-6.1%	-4%	4.8%	0.6%	0%	-4%	-14%	7%	-2%	?
CCCSc1nnc(-c2ccccc2N)c(=O)[nH]1
→ -12%	-8.9%	-1%	-1.2%[9.22 µM]	-1.1%	0%	-5%	-4%	-4%	4%	3%
CC(C)OCCCNC(=O)Cn1nc(-c2ccccc2)ccc1=O
→ 1%	-2.7%	-2%	-1.0%	-0.7%	2%	5%	-7%	0%	6%	2%
O=C(CCCc1nc(-c2ccccc2)no1)NCc1cccnc1
→ 7%	-1.1%	-2%	0.4%[0.369 µM]	-1.8%	4%	-5%	28%	-4%	/	-11%
COc1cccc(OC)c1C(=O)N1CCN(c2c(Cc3ccccc3)c(C)nc3ncnn23)CC1
→ 2%	0.1%	-4%	0.0%[57.5 µM]	-3.3%	6%	10%	16%	-1%	-1%	5%
CCOc1ccc(NC(=O)CN(c2cc(C)cc(C)c2)S(=O)(=O)c2c(C)noc2C)cc1
→ -7%	-0.1%	0%	-0.1%	0.5%	-2%	6%	/	-3%	-10%	4%
COC(=O)c1ccccc1NC(=O)c1cc2n(n1)C(C(F)F)CC(C(F)F)N2 (configuration not stated)
→ 4%	-1.6%	-12%	1.4%	0.4%	1%	22%	4%	-4%	3%	23%
CC(=O)N1C(=O)C(=C2C=C(C)OC(C)=C2)c2ccccc21
→ 10%	95%[activator]	2%	-0.1%	0.9%	4%	-3%	4%	-1%	2%	1%
CC1(C)Cc2c(c(N3CCOCC3)nc3sc(C(=O)N4CCCCC4)c(N)c23)CO1
→ ?	-1.5%	-6%	-0.1%	0.5%	/	27%	/	?	-1%	?
Cc1ccc(Cn2ccc(NC(=O)c3cc(-c4cccs4)on3)n2)cc1
→ -8%	-2.1%	-2%	-2.0%	-0.5%	0%	?	14%	-6%	8%	5%
COc1ccc(C(=O)NCc2ccccc2OC)cc1
→ 5%	-2.5%	0%	-2.2%	3.1%	0%	-11%	-9%	0%	5%	-3%
O=c1c(-c2cc(F)cc(F)c2)nc2cncnc2n1C1CC1
→ -27%	-3.9%	-6%	0.8%	0.7%	6%[9.22 µM]	-18%	11%	-3%	0%	?
C=CCn1c(SC(C)C(=O)NC2(C#N)CCCCC2)nnc1-c1ccc(OC)cc1 (configuration not stated)
→ 3%	-1.7%	0%	-3.2%	0.8%	3%	-10%	13%	-4%	-3%	-15%
Cc1ccc(C)c(-n2c(SCC(=O)Nc3nonc3C)nnc2-c2ccoc2C)c1
→ -11%	-1.8%	0%	0.0%[57.5 µM]	-1.7%	-3%	-1%	19%	-3%	-4%	12%

# In the list so far, these have a cyano group:
# Order of values: ALOX15 inhib	BRCT PPI green	Pol III holo inh	HBB splicing	BRCT PPI red	Epigenetic mod	HADH2 inhib	USP2a inh	Hsp90 Hop PPI	Ub-GFP proteasome	CRE Fsk mod
CCO/C=N/c1c(C#N)c(CC#N)nn1-c1ccccc1
→ -4%[11.4 µM]	-0.2%	-11%[11.4 µM]	0.8%[0.0738 µM]	-0.5%	2%	3%[11.4 µM]	8%[7.66 µM]	-6%[11 µM]	9%[9.17 µM]	?
C=CCn1c(SC(C)C(=O)NC2(C#N)CCCCC2)nnc1-c1ccc(OC)cc1 (configuration not stated)
→ 3%	-1.7%	0%	-3.2%	0.8%	3%	-10%	13%	-4%	-3%	-15%
